TCR act: activators of T cell receptors. primary human leukocytes, anti-CD3, IL-2 HTRF, 48 h. Potency, µM (top dose mostly 9.22 µM), without a hit: at the highest dose activation of IL-2 secretion, actives largely listed as activators. 330,000 tested, under 10 active; also: % of control where 0% means no effect
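Compounds are tested in HTS on primary human leukocytes co-incubated with a-CD3 beads for 48 hr. IL-2 output is measured by time-resolved FRET.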
KCNH2 3.1 block: blocks the human KCNH2 3.1 channel isoform. U2OS KCNH2 3.1, thallium flux FluxOr; active compounds read low. 340,000 compounds, 0.95% hits. activity change, % (tested at about 1.8 µM). AID 720553;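 active = maximum activity change below -70%; inconclusive = maximum activity change from -70% to -50%; inactive = maximum activity change above -50%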;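 also: thallium influx rate constant from kinetic fluorescence after stimulation buffer; % is scaled to controls: 0 for no effect and ±100 for the full control effect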
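Virally transduced U2OS (3.1 isoform, 4 h infection in dark at RT) → overnight 37 C → FluxOr + Red40 in HBSS/HEPES, 45 min → stimulation buffer, 2 min kinetic read → rate constant vs DMSO controls.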
KCNH2 WT inh: blocks the wildtype human KCNH2 potassium channel. activity change, % at 1.84 µM. AID 720551. 340,000 compounds, 0.37% hits. U2OS, BacMam KCNH2, thallium flux FluxOr; active compounds read low. Q12809;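 active = maximum activity change below -70%; inconclusive = maximum activity change between -70% and -50%; inactive = maximum activity change above -50%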; also: % is scaled to controls: 0 for no effect and ±100 for the full control effect
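U2OS cells transduced with wild-type KCNH2 virus are loaded with FluxOr dye for 45 min, and thallium flux is measured in kinetic reads before and after stimulation buffer. Rate constants are normalized to DMSO controls.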
Mito fusion yeast: mitochondrial division inhibition or fusion activation | S. cerevisiae fusion-defective mutant growth rescue, CellTiterGlo 48 h | Potency, µM (series often up to 46.1 µM), for inactives: at the highest dose growth rescue (activation), actives largely listed as activators | 320,000 compounds, 0.23% hits | AID 485298;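 also: potency is read from the fitted curve at half-maximal effect; % of control where 0% means no effect; nearly all actives have a fitted effect of over 45% in size; temperature-sensitive fusion mutants such as fzo1-1 at 37 °C on non-fermentable ethanol glycerol medium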
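S. cerevisiae fusion-defective temperature-sensitive mutants (e.g. fzo1-1, mgm1-5) grown 48 h at 37C in YPEG (ethanol/glycerol non-fermentable) medium with 23 nl compound per well; growth rescue read as CellTiterGlo luminescence.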
AT treatment: candidate therapy for ataxia-telangiectasia. 320,000 compounds, 0.19% hits. […] A-T fibroblasts, KAP-1 phosphorylation AlphaLISA; neocarzinostatin DNA damage 30 min before lysis. Potency, µM (series often up to 57.5 µM), for inactives: top-dose activation, hits mostly activators; also: potency is read from the fitted curve at half-maximal effect; % of control where 0% means no effect; nearly all actives have a fitted effect of over 45% in size
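hTERT-immortalized A-T patient fibroblasts ([…]), 500 cells/well in OPTI-MEM, 1% FBS, got compounds for 60 min, then NCS for 30 min at 37C. Lysates were then assayed for phospho-KAP-1 by AlphaLISA (anti-pKAP1 donor, anti-KAP1 acceptor beads), 6 hr at 25C.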
TSHR antagonist: human thyrotropin receptor antagonism. TSHR-expressing cells, TSH-stimulated cAMP HTRF, 2 h; active compounds read low. activity change, negative = inhibition, % at 11.5 µM. 330,000 compounds, 0.2% hits. AID 504810;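 active = activity change below a set negative limit, meaning inhibition stronger than a set level, cut at about -70% in these data; inconclusive = activity change between two set negative limits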; also: % is scaled to controls: 0 for no effect and ±100 for the full control effect
Target sequence (P16473 whole entry, looked up): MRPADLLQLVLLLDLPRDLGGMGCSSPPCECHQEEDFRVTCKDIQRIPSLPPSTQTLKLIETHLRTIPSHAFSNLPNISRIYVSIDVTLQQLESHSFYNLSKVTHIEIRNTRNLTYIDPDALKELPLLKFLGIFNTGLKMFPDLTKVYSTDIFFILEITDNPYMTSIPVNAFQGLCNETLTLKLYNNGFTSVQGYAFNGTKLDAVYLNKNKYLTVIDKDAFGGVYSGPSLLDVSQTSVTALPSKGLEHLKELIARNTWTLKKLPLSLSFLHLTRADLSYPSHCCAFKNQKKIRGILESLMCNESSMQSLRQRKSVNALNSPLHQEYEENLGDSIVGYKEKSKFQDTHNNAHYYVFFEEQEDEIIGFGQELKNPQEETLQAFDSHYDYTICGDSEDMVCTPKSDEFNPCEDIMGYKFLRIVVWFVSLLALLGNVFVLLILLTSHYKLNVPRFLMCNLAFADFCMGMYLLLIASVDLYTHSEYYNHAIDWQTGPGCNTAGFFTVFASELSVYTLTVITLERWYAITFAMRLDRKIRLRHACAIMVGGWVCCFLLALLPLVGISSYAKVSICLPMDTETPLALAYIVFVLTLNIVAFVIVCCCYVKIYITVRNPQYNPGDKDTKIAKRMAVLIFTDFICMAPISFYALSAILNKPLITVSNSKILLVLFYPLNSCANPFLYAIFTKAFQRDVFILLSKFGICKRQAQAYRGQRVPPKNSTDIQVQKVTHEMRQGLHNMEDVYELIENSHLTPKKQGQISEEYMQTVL
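TSHR-expressing cells were treated with compounds, then stimulated with TSH at EC80 (4nM final) for 2 hours at 37 deg C. Cellular cAMP was measured by HTRF competition between lysate cAMP and cAMP-d2 for a cryptate-labelled anti-cAMP antibody.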
Eya2 phos inh: Eya2 (human) phosphatase inhibition. recombinant Eya2, OMFP fluorescence dephosphorylation (OMFP is methylfluorescein phosphate). AID 488837. Potency, µM (highest dose often 76.9 µM), for the others: top-dose activity, negative = inhibition, most hits filed as inhibitors. 330,000 compounds, 0.006% hits; also: potency is read from the fitted curve at half-maximal effect; % is scaled to controls: 0 for no effect and ±100 for the full control effect
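Eya2 (0.2 uM) preincubated 10 min at ambient with compound, then OMFP substrate added at 50 uM; 10 min reaction in 50 mM HEPES pH 7.5, 50 mM NaCl, 5 uM MgCl2, 0.05% BSA, 1 mM DTT. Fluorescence read at Ex 485/Em 525 nm.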
USP2a block: blocks human ubiquitin-specific protease USP2a; USP2 core, Ub-CHOP2 coupled fluorogenic reporter, 485/531; Potency, µM (doses to about 38.3 µM), without a hit: at the top dose activity change, negative = inhibition, hits mostly inhibitors; 330,000 compounds, 0.01% hits;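 also: potency is read from the fitted curve at half-maximal effect; plate controls were DMSO wells for no effect and full inhibition by NEM control for full effect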
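Deubiquitinase activity read as fluorescence (485/531 nm) after Ub-CHOP2 cleavage activates the enterokinase reporter on its substrate; USP2 core 10nM, Ub-CHOP2 and substrate 25nM each, 30min compound preincubation then 60min RT; data normalized to NEM, curves fitted.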
TRPV1 agonist: human TRPV1 agonism | AID 540275 | TRPV1-expressing cells, Fluo-8 calcium influx, agonist mode | activation, % at 8.33 µM | 320,000 compounds, 0.19% hits; in the data active = activation above about 80%; inconclusive = between about 30% and that limit; also: 0% is about no effect
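TRPV1-expressing cells were cultured overnight at 35.5C and loaded with Fluo-8 calcium dye for 40 to 90 min at room temperature. After a 10 s baseline, compound was added and calcium influx was read kinetically for 3 min (ex 480/em 520 nm).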
ELG1 repair inh: ELG1-dependent DNA repair inhibition | HEK293T ELG1-luciferase reporter, luminescence, 16 h; DNA damage induced by 5-fluorouridine | Potency, µM (doses to about 46.1 µM), without a hit: at the highest dose activity change, negative = inhibition, most hits filed as inhibitors | 330,000 compounds, 2.3% hits | AID 504467; also: potency is read from the fitted curve at half-maximal effect; % is scaled to controls: 0 for no effect and ±100 for the full control effect; nearly all actives have a fitted effect of over 55% in size
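DMSO vehicle served as the neutral condition. Each well held 2,000 cells given 5-fluorouridine plus compound; after 16 hr at 37 °C/5% CO2, ONE-Glo was added and luciferase measured 30 min later.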
Numbers without * were called inactive; ? = inconclusive; . = not tested or not shown; [ ] = another dose, or the depositor's remark. Unless noted, calls follow the shape of the dose curve; as a rule, active = well fitted curve in the direction sought with a large enough effect; inconclusive = small, poorly fitted or top-dose-only effect, or another doubt; inactive = no such curve, though single readings can be large; an effect the other way counts as inactive or inconclusive. Some of the compounds tested (hit frequency here may not be typical).

The line under a structure holds: TCR act	KCNH2 3.1 block	KCNH2 WT inh	Mito fusion yeast	AT treatment	TSHR antagonist	Eya2 phos inh	USP2a block	TRPV1 agonist	ELG1 repair inh
Cc1cccc(Nc2nnc(SCC(=O)NCC3CCCO3)s2)c1 (stereo not drawn)
 : 5%[46.1 µM]	13	-4	.	15%	-16	1%	2%	.	?
COc1ccc2c(c1)[C@H]1[C@H](CO2)[C@H](c2ccccc2)[C@]2(C)C(=O)Nc3cc(F)ccc3C(=O)N12
 : 4%	4	0	.	3%	0	7%	-10%	.	-16%
CNC(=O)NC(=O)COc1c(F)c(F)cc(F)c1F
 : 6%	0	25	-11%	6%	1	16%	2%	2	-4%
COc1ccccc1CNS(=O)(=O)c1ccc(C)cc1
 : -4%	-7	1	2%	8%	1	8%	2%	3	-9%
COc1ccc(OC)c(S(=O)(=O)N2CCCC2C(=O)N2CCc3ccccc3C2)c1 (stereo not drawn)
 : -3%	-1	0	16%	0%	8	-6%	2%	-2	-8%
CCOc1ccc(C2NC(=O)NC(c3ccccc3)=C2C(C)=O)cc1OC (stereo not drawn)
 : -1%	2	-3	2%	4%	-4	4%	0%	1	16%
COC(=O)[C@]1(C)N[C@H](CN(C)S(=O)(=O)c2ccc(OC(F)(F)F)cc2)[C@@H]2C(=O)N(Cc3ccccc3)C(=O)[C@@H]21
 : 3%	-5	-8	.	17%	-6	-16%	1%	.	0%
NC(=O)/C(=C/c1cccnc1)NC(=O)c1ccccc1
 : 3%	-8	-4	-4%	-4%	-8	-21%	-1%	1	5%
O=C(NCc1cccc(Cl)c1)c1ccc2c(c1)SC1=NS(=O)(=O)CCN12
 : 10%	-9	.	-4%	2%	0	1%	0%	2	11%
COc1nc(Cl)cn(-c2ccc(Cl)cc2)c1=O
 : 1%[46.1 µM]	15	0	0%	-30%	11	7%	1%	-6	11%
COc1cc(C2C3C(=O)N(Cc4ccccc4)C(=O)C3ON2c2ccccc2)cc(OC)c1O (stereo not drawn)
 : -7%	.	-11	1%	6%	9	-5%	-10%	21	2%
Cc1ccc(C(C)C)cc1OCC(=O)Nc1nnc(C2CC2)s1
 : 6%	-1	-2	.	26%	0	8%	-1%	.	9%
Cc1cc(NNC(=O)c2ccccc2)nc(NNC(=O)c2ccccc2)n1
 : -4%	-15	-4	-4%	0%	-1	-9%	-1%	12	3%
CCOC(=O)CNC(=O)C(Cc1ccccc1)NS(=O)(=O)c1cccs1 (stereo not drawn)
 : 1%	12	1	13%	2%	-3	11%	-7%	1	0%
C=CCC1(Cl)C(=O)C(Cl)=C(N2CCN(C)CC2)C1(OC)OC (stereo not drawn)
 : 4%	-44	0	-7%	2%	5	8%	0%	-1	-1%

Some entries already given with just Mito fusion yeast and AT treatment:
molecule	Mito fusion yeast	AT treatment
Cc1cc(NNC(=O)c2ccccc2)nc(NNC(=O)c2ccccc2)n1	-4%	0%
CCOC(=O)CNC(=O)C(Cc1ccccc1)NS(=O)(=O)c1cccs1 (stereo not drawn)	13%	2%
C=CCC1(Cl)C(=O)C(Cl)=C(N2CCN(C)CC2)C1(OC)OC (stereo not drawn)	-7%	2%

Compounds shown so far that contain fluorine:
The line under a structure holds: TCR act	KCNH2 3.1 block	KCNH2 WT inh	Mito fusion yeast	AT treatment	TSHR antagonist	Eya2 phos inh	USP2a block	TRPV1 agonist	ELG1 repair inh
COc1ccc2c(c1)[C@H]1[C@H](CO2)[C@H](c2ccccc2)[C@]2(C)C(=O)Nc3cc(F)ccc3C(=O)N12
 : 4%	4	0	.	3%	0	7%	-10%	.	-16%
CNC(=O)NC(=O)COc1c(F)c(F)cc(F)c1F
 : 6%	0	25	-11%	6%	1	16%	2%	2	-4%
COC(=O)[C@]1(C)N[C@H](CN(C)S(=O)(=O)c2ccc(OC(F)(F)F)cc2)[C@@H]2C(=O)N(Cc3ccccc3)C(=O)[C@@H]21
 : 3%	-5	-8	.	17%	-6	-16%	1%	.	0%

Back to the main list with the 2 entries that preceded the break.
The line under a structure holds: TCR act	KCNH2 3.1 block	KCNH2 WT inh	Mito fusion yeast	AT treatment	TSHR antagonist	Eya2 phos inh	USP2a block	TRPV1 agonist	ELG1 repair inh
CCOC(=O)CNC(=O)C(Cc1ccccc1)NS(=O)(=O)c1cccs1 (stereo not drawn)
 : 1%	12	1	13%	2%	-3	11%	-7%	1	0%
C=CCC1(Cl)C(=O)C(Cl)=C(N2CCN(C)CC2)C1(OC)OC (stereo not drawn)
 : 4%	-44	0	-7%	2%	5	8%	0%	-1	-1%
CN(C)CCCN(C(=O)c1ccco1)c1nc2ccc(Cl)cc2s1
 : 12%	6	15	1%	0%	4	-1%	1%	5	?
CCC(C)(C)NC(=O)C(c1cccn1C)N(C(=O)Cn1nnc2ccccc21)c1ccc(OC)cc1 (stereo not drawn)
 : 2%	13	-4	6%	1%	2	14%	-1%	15	26%
COc1cc(OC)c(S(=O)(=O)Nc2ccccc2C(=O)O)cc1S(=O)(=O)Nc1ccccc1C(=O)O
 : -3%	2	27	-1%	2%	-3	6%	2%	-1	2%
COC(=O)c1ccc(CN2CCN(C(C)C)C(CCO)C2)cc1 (stereo not drawn)
 : -1%	3	.	-4%	9%[11.5 µM]	18	3%	7%	8	-5%
CCOc1ccc(/C=N/NC(=O)c2ccoc2C)cc1OC
 : -1%	17	4	-8%	6%	-26	-4%	4%	-2	?
Cc1ccc(O)c(/C=N/NC(=O)c2[nH]ncc2Br)c1
 : 5%	-2	9	-7%	-2%	3	-7%	-1%	13	?
COCCc1ncc(CN2CCCC(C(=O)Nc3cccc(-c4cccc(C)c4)c3)C2)cn1 (stereo not drawn)
 : 3%	-31	12	-7%	3%	-3	4%	-1%	1	?
CC(=O)c1ccc(N2CCN(c3ccc(C(N)=O)cc3[N+](=O)[O-])CC2)cc1
 : -6%	-4	7	2%	-2%	-14	4%	0%	2	?
CCCCSc1nc(CCC)cc(=O)[nH]1
 : -3%	-8	-4	5%	0%	11	5%	3%	1	14%
Cc1cccn2cc(CSc3nnc(Nc4ccc(C(C)C)cc4)s3)nc12
 : 9%[46.1 µM]	-4	6	?	6%	-5	-17%	2%	1	-15%
C/C(=N/NC(=O)CNC(=O)c1cccnc1)c1ccc(Cl)c(Cl)c1
 : -3%	11	1	-1%	-2%	-5	-10%	4%	0	6%
COC(=O)CN1C(=O)C(O)(CC(=O)c2ccc(C)cc2)c2ccccc21 (stereo not drawn)
 : -3%	-2	4	-3%	-3%	1	-17%	-2%	-2	-1%
C=CC[C@H](CC(=O)NCCO)C(=O)N[C@@H](C)COC(=O)[C@H](CC=C)CC(=O)OC(C)(C)C
 : 10%	-2	0	.	17%	2	-8%	2%	.	3%
Cc1ccccc1NC(=O)C(C)OC(=O)c1ccccc1C(=O)N(C)c1ccccc1 (stereo not drawn)
 : 1%	-7	-8	0%	0%	5	0%	0%	5	3%
O=C(O)CN1C(=O)CNC1=O
 : -1%	-3	-12	-6%	5%	12	6%	1%	-1	15%
COc1ccc(Oc2cc(C)c3cccc(C)c3n2)cc1
 : 3%	-2	11	6%	.	-7	-6%	0%	-9	-5%
Cc1ccc(-c2nc(NC(=O)CSc3nnc(C)s3)ns2)cc1
 : -2%	5	5	0%	18%	5	5%	-6%	.	?
CCN1CCCC1CNC(=O)c1cn(CC)c2ccc(S(=O)(=O)N3CCCCCC3)cc2c1=O (stereo not drawn)
 : .	.	.	2%	-3%	-6	-15%	0%	1	-6%
CC(C)OC(=O)CSc1nc(N)c(C#N)cc1C#N
 : .	4	-6	0%	-1%	-2	1%	2%	?	?
Cc1ccccc1NC(=O)N1C2CCC1CC(O)(c1cccnc1)C2 (stereo not drawn)
 : -1%	12	-8	0%	1%	6	-6%	2%	-1	-4%
COC(=O)Nc1sc(C(=O)N(C)C)c(C)c1C(=O)OC
 : 2%	-12	6	3%	2%	-1	0%	2%	0	4%
O=C(COc1ccc(Cl)cc1)Nc1cccc(-c2ccc3nncn3n2)c1
 : 9%	1	4	?	-1%	-10	-3%	1%	4	10%
CC1(C)C(=O)Nc2ccccc2N1C(=O)COc1cc(Cl)ccc1Cl
 : 0%	24	5	17%	0%	43	-9%	0%	-2	?
Cc1cccc(N2CCN(C(=O)c3ccc(-n4cncn4)c([N+](=O)[O-])c3)CC2)c1C
 : 7%	4	-29	2%	6%	-7	-8%	-1%	3	?
CN(C)C(=O)Nc1ccccc1
 : 5%	4	0	1%	-6%	-4	16%	-2%	5	-8%
